Source: PubChem BioAssay
LRH-1 inv ag: suppresses constitutive activity of human LRH-1. O00482. HEK293T StAR-luciferase reporter, LRH-1 transfected, 24 h. inhibition, % at 3.6 µM. hit rate 0.13% among 360,000. AID 602396;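 active = inhibition above the mean inhibition of all tested compounds plus 3 SD, cut at about 73% in these data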;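 note: 0% = DMSO wells and 100% = reporter-only cells lacking LRH-1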
Target sequence (O00482 whole entry, looked up): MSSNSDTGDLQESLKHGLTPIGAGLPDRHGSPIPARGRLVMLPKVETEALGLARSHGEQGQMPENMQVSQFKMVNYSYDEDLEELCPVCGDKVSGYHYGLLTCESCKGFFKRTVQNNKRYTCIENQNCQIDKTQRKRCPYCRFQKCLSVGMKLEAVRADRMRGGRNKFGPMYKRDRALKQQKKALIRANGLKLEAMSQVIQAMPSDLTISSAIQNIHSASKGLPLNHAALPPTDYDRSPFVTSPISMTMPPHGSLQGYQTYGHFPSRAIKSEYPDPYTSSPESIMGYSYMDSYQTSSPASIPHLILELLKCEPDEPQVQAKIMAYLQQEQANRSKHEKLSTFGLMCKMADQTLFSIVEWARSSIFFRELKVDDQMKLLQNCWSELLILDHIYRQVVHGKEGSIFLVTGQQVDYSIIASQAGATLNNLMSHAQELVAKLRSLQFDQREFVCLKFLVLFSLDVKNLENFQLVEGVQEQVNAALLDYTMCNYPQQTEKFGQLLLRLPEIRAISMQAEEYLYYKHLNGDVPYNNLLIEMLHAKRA
SRC1 inh: human NCOA1 inhibition | Q15788 | AID 588354 | inhibition, % at 3.6 µM | hit rate 0.12% among 360,000 | HEK293 GAL4-SRC1 luciferase reporter, luminescence;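 active = inhibition above the campaign mean plus 3 SD, with each screening campaign given its own cutoff, cut at about 60% in these data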;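 note: 0% = DMSO treated cells and 100% = gossypol at 36 µM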
TLR9-MyD88 block: TLR9-MyD88 interaction inhibition | Q9NR96+Q99836 | CHO BLA complementation TLR9-MyD88, CCF4 FRET ratio | inhibition, % at 4.98 µM | hit rate 0.21% among 340,000 | AID 504734;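 active = inhibition above the mean over all tested compounds plus 3 SD, cut at about 21% in these data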;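 note: 0% = DMSO only wells and 100% = clavulanate BLA inhibitor control wells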
MC4R ag barr: agonists of human melanocortin 4 receptor (MC4R) beta-arrestin. activation, % at 8.9 µM. U2OS MC4R beta-arrestin complementation, luminescence; percent of melanotan II response, DMSO zero. hit rate 0.98% among 360,000;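 active = activation above a per-plate cutoff, the mean activation of sample wells on that plate plus 3 SD, cut at about 8% in these data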
MC4R antag cAMP: blocks human MC4R cAMP signaling. P32245. MC4R-expressing cells, MTII-stimulated cAMP, LANCE TR-FRET. inhibition, % at 6.5 µM. hit rate 0.48% among 360,000. AID 540295;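 active = inhibition above its plate's cutoff, the mean of tested wells on that plate plus 3 SD, cut at about 29% in these data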;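 note: 0% = Melanotan II alone and 100% = Melanotan II plus saturating MCL0020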
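System – human MC4R-expressing U2OS cells · Also added – Melanotan II · Dosing – one concentration, 6.5 µM nominal · Timing – 30-min compound, 1-h challenge, 1-h detection, room temperature · Measured by – Eu-cAMP/anti-cAMP TR-FRET, emission 671 nm · Replicates – singlicate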
NOD2 RIPK2 PPI: blocks binding of human NOD2 to RIPK2; CHO BLA complementation NOD2-RIPK2, CCF4 ratio; inhibition, % at 4.98 µM; O43353; hit rate 0.38% among 360,000; in the data active = inhibition above about 21%;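 note: 0% = vehicle only and 100% = reference blocker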
SRC3 inh: inhibitors of human steroid receptor coactivator 3 (SRC3); Q9Y6Q9; HEK293 GAL4-SRC3 luciferase reporter, luminescence; inhibition, % at 3.6 µM; hit rate 0.17% among 360,000; AID 588352;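 active = inhibition above a per-campaign cutoff, the mean of all compounds plus 3 SD, cut at about 60% in these data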;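 note: 0% = DMSO-treated cells and 100% = gossypol-treated cells at 36 µM; higher means less SRC3-driven luciferase light from the GAL4 reporter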
SRC2 inh: human SRC2 (NCOA2) inhibition. HEK293 GAL4-SRC2 luciferase reporter, luminescence. inhibition, % at 9 µM. hit rate 0.17% among 370,000. Q15596;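 active = inhibition above the mean inhibition of all tested compounds plus 3 SD, set per campaign, cut at about 52% in these data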;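 note: 0% = DMSO treated cells and 100% = cells given Gossypol at 36 µM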
NR2F2 inh: blocks human COUP-TFII nuclear receptor; P24468; hit rate 0.7% among 370,000; inhibition, % at 8.6 µM; HEK293T NGFI-A luciferase reporter, luminescence;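 active = inhibition above a per-plate cutoff, mean inhibition of test wells between control levels plus 3 SD, cut at about 38% in these data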;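 note: cells cotransfected with COUP-TFII expression vector driving the NGFI-A reporter; 0% = median of COUP-TF2 test wells and 100% = reporter-only cells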
Target sequence (P24468 whole entry, looked up): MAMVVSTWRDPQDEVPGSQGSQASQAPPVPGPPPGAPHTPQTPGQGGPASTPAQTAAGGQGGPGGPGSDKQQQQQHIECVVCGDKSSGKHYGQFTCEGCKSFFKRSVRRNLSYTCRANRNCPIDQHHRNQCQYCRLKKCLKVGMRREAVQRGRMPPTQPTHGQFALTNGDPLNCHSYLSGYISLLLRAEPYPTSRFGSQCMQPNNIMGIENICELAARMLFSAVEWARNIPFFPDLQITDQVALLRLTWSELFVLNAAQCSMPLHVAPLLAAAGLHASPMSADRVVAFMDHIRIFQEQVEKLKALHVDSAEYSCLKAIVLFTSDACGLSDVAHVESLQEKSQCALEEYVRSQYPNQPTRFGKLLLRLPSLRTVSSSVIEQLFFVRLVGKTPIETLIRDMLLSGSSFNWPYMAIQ
EBV LMP1 NFkB: reduces LMP1-driven NF-kappaB luciferase signal; LMP1-induced NF-kappaB luciferase reporter cells, luminescence; inhibition, % at 12.5 µM; hit rate 0.69% among 350,000; AID 504558; in the data active = inhibition above about 41%;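 note: 0% = neutral control wells and 100% = reference inhibitor control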
ABHD5 PLIN5 PPI: blocks binding of human ABHD5 to perilipin-5 | Split G. princeps luciferase complementation, luminescence, 4 h | inhibition, % at 4 µM | hit rate 0.78% among 360,000 | AID 602281;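 active = inhibition above the mean inhibition across every tested compound plus 3 SD, cut at about 22% in these data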;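 note: 0% = DMSO only wells and the 100% control is not disclosed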
An asterisk follows results filed as active; . = no result given. An excerpt; count on the stated rates, not on these rows.

SMILES	LRH-1 inv ag	SRC1 inh	TLR9-MyD88 block	MC4R ag barr	MC4R antag cAMP	NOD2 RIPK2 PPI	SRC3 inh	SRC2 inh	NR2F2 inh	EBV LMP1 NFkB	ABHD5 PLIN5 PPI
CC12CCC(=O)N1C(C(=O)O)Cc1c2[nH]c2ccccc12 (stereo not given)	-3	-1	4	-1.3	4	-16	6	18	8	-2	1
CN(C)S(=O)(=O)c1ccc(C(=O)NCCC(=O)N2CCCC2)cc1	-1	6	4	-0.6	8	2	11	7	-9	-2	-9
Cc1ccc(NS(=O)(=O)c2coc(C(N)=O)c2)cc1F	4	0	-5	-0.2	6	-1	-3	-2	-11	-6	2
Cc1ccc(S(=O)(=O)N(CC(=O)NCc2ccco2)C2CCCCC2)cc1	-21	-19	-1	1.1	2	3	5	-30	5	-9	11
O=C(OCC(=O)N1CCN(C(=O)c2ccco2)CC1)c1c(Cl)cccc1Cl	18	0	1	-3.6	1	-5	0	-1	13	2	-3
COc1cc(C)c(C(C)C)cc1S(=O)(=O)N1CCN(C)CC1	-20	1	0	-1.9	15	2	-8	-6	-7	4	4
O=C(OCC(=O)N1CCCC1)c1cc(F)c(F)cc1Cl	-5	-6	0	0.2	19	-9	5	3	-29	5	5
O=C(Nc1cc(F)c(Br)cc1F)c1ccc(Cl)cc1	-111	-94	-4	0.9	0	1	-94	-27	-57	-12	-5
Cc1ccc(CNS(=O)(=O)c2ccc3c(c2)CCN3C(=O)CCCC(=O)O)cc1	-8	-37	-9	-1.6	9	4	8	3	8	0	3
C(=C\c1ccccc1)/C=N/Nc1nc2ccccc2[nH]1	-144	-95	10	-2.5	-25	4	-63	-28	-45	-25	1
Fc1cccc(Nc2nc3ccccc3n3nnnc23)c1	24	-11	-10	1.5	0	-6	-11	-16	0	-10	-3
O=C1C2CC=C(Cl)CC2C(=O)N1CCN1CCOCC1 (stereo not given)	17	-22	8	-1.6	5	10	18	-2	2	-3	1
COc1ccc(NS(=O)(=O)c2cc(NC(=O)C3CCCCC3)ccc2N2CCOCC2)cc1	15	6	2	-0.6	4	15	24	-8	9	12	-6
CC(OC(=O)/C=C/c1cccc(C(F)(F)F)c1)C(=O)NC1CCCCC1C (stereo not given)	17	1	7	-2.7	-2	-5	20	0	1	2	3
Cc1cccc(NC(=O)C2CCCN(S(=O)(=O)c3cccc4nsnc34)C2)c1 (stereo not given)	-7	-43	-3	0.1	5	-16	21	6	-5	8	-10
CN(C)c1ccc(CNc2nc(-c3ccccc3)nn2S(C)(=O)=O)cc1	-16	-7	13	-2.0	17	1	-10	-20	9	-11	-3
COc1ccc(/C=C2/C(=O)N=C(N)N2C)cc1OC	1	10	1	-1.3	-12	0	-14	-8	-12	-11	9
Clc1ncccc1-c1nnn(-c2ccccc2Br)n1	-22	-46	-3	-0.1	1	-5	-14	-45	-17	-10	-2
CCC(C)NC(=S)N1CCN(Cc2ccccc2)CC1 (stereo not given)	11	-13	-1	0.9	11	-1	12	-3	-1	-5	-6
O=C(NCc1ccc(C(F)(F)F)cc1)c1ccc(-c2ccc(F)c(F)c2)c2ccoc12	10	-11	.	0.5	1	6	7	6	-2	.	-6
CC1=NN(c2ccc(Br)cc2)C(=O)/C1=C/c1cccs1	12	-27	-10	3.9	2	-5	-16	-1	2	-4	-21
COc1ccc(C(=O)NCCS(=O)(=O)NCc2ccco2)cc1	-7	-15	1	-4.5	10	-2	-9	4	3	2	10
CCOC(=O)NC(=O)CSc1nnc(SCCC(=O)O)s1	10	-9	-8	-2.2	11	5	10	-4	6	5	-3
CSCCC(NC(N)=O)C(=O)Nc1ccc2ccccc2c1 (stereo not given)	-11	-8	-4	0.7	1	-4	-16	-7	-5	-3	4
CN(C)CCNC(=O)c1ccccc1-c1cc2ccccc2c(=O)o1	-16	-11	3	-2.6	5	10	8	-11	-16	-5	-1
Later entries
SMILES	LRH-1 inv ag	SRC1 inh	TLR9-MyD88 block	MC4R ag barr	MC4R antag cAMP	NOD2 RIPK2 PPI	SRC3 inh	SRC2 inh	NR2F2 inh	EBV LMP1 NFkB	ABHD5 PLIN5 PPI
CNC(=O)c1cc(C(=O)c2ccccc2C(F)(F)F)c[nH]1	10	-3	-1	-1.0	4	0	6	4	-3	-1	4
CCOc1ccc(CN(C)C(=O)c2ccc3c(c2)NC(=O)C(C)S3)cc1OC (stereo not given)	0	-9	-1	-1.9	-16	-12	5	3	13	18	-4
O=C(NC1CCCCC1)c1cc(S(=O)(=O)N2CCN(c3ccccc3)CC2)ccc1Cl	7	-8	2	-0.2	3	-1	-13	-6	3	10	-4
COC(=O)C1=C(C)N(Cc2ccccc2)C(=NCCc2ccccn2)N[C@H]1c1cccc(C(F)(F)F)c1	15	8	-3	0.8	10	13	3	3	4	8	8
CCN1CCN(c2c(Cl)cccc2NC(=O)c2ccc3c(c2)OCCO3)CC1	20	-57	1	-0.2	2	-10	7	-1	-13	8	0
COc1cc(C2NC(=S)NC(C)=C2C(=O)Nc2ccc(C)cc2)ccc1O (stereo not given)	-116	-63	3	-1.6	1	0	-43	-70	-32	-20	-6
CCOC(=O)N/N=C(\C)c1cccs1	-33	-51	5	-3.3	-5	-1	-11	-32	-26	-11	0
CN1C(=O)/C(=C/c2ccccc2OCc2ccccc2)NC1=S	1	9	5	-1.5	-2	1	18	15	-1	1	4
O=C(CCn1c(=O)c2cccn2c2cccnc21)NCCCN1CCN(c2ccc(F)cc2)CC1	-3	2	-2	-0.6	6	-5	10	-20	-5	0	-4
O=C(COc1ccccc1)Nc1cccc(-c2nn[nH]n2)c1	-12	-6	5	-2.5	5	0	-3	-12	8	-10	0
CC(C)C[C@H]1CNC(=O)C(=O)N1C[C@@H]1CCCN1C[C@H](Cc1ccc(O)cc1)N1C[C@H](Cc2ccccc2)N(CC2CCCCCC2)C(=O)C1=O	7	.	.	.	.	-13	.	-15	5	.	5
CCOC(=O)CSc1nc(N)c(C#N)c(-c2ccc(OC)cc2)c1C#N	9	-3	-5	0.3	17	-12	25	3	11	11	3
O=C(NNC(=O)c1oc2ccccc2c1-n1cccc1)c1ccco1	-11	11	-1	-2.4	0	1	17	-19	9	-9	-1
Cc1ccccc1C(=O)N1CCC(C(=O)OCC(=O)Nc2cccc([N+](=O)[O-])c2C)CC1	9	10	-18	0.1	14	4	-14	-21	7	-1	0
O=C(O)C1(c2ccccc2)CCN(S(=O)(=O)c2ccc(Cl)cc2)CC1	17	-37	-3	-0.6	5	2	-9	-3	-27	-2	3
C[C@H]1CN([C@@H](C)CO)S(=O)(=O)c2ccc(C#Cc3cccnc3)cc2O[C@@H]1CN(C)C(=O)Nc1ccc2c(c1)OCO2	-6	-20	14	-2.1	-4	4	-28	6	1	0	10
CCOc1ccc(NC(=O)CSc2nncn2C)cc1	3	-12	-3	0.6	10	0	-17	0	-8	5	-9
Cc1cccc(C)c1NC(=O)N1CC(C)OC(C)C1 (stereo not given)	-2	-14	6	-1.2	0	-4	-12	7	-2	3	6
CC(=O)N(C)c1ccc(N=Nc2c(C)[nH]n(-c3ccccc3)c2=O)cc1	-9	-4	-20	0.7	3	14	-8	-18	-9	0	2
Cc1cccnc1NC(=O)c1sc2ccccc2c1Cl	-151	-116	4	-0.7	-1	-10	-61	-37	-36	-31	1
NS(=O)(=O)c1cccc(NC(=O)CNC(=O)CC23CC4CC(CC(C4)C2)C3)c1	-11	20	-1	3.1	-3	-1	12	-12	8	6	12
COc1ccc2c(CC(=O)N(C)CC3COc4ccccc4O3)coc2c1 (stereo not given)	-3	7	3	-0.9	4	3	0	-17	-13	1	-6
CC(=O)Nc1cccc(-c2nnc(SCC(=O)n3c4c(c5ccccc53)CCCC4)n2C)c1	-13	-8	0	-0.5	1	10	8	5	5	-9	7
COCc1cc(/C=N\NC(=O)COc2ccc(Cl)cc2)ccc1OC	26	6	-1	-0.4	12	-4	3	8	2	1	-3
CCc1ccc2c(c1)C(c1ccc([N+](=O)[O-])cc1)=NNC(c1ccc(Br)cc1)=N2	-39	-14	-2	0.2	1	6	5	3	-6	10	-4
Next section
SMILES	LRH-1 inv ag	SRC1 inh	TLR9-MyD88 block	MC4R ag barr	MC4R antag cAMP	NOD2 RIPK2 PPI	SRC3 inh	SRC2 inh	NR2F2 inh	EBV LMP1 NFkB	ABHD5 PLIN5 PPI
COc1ccc(S(=O)(=O)NCc2cc(=O)n(C)c(=O)n2C)cc1F	6	-3	-10	-1.5	-3	13	-17	-22	16	0	-3
COc1ccc(C(=O)N/C(=C\c2cn(S(=O)(=O)N(C)C)c3ccccc23)C(=O)NCCCn2ccnc2)cc1	8	-11	0	-3.4	1	-5	15	-17	19	4	-1
COC(=O)c1ccc(C(=O)OC)c(NC(=O)C(C)(C)C)c1	14	-13	-3	-1.2	7	-2	-3	-1	-5	-4	-8
CCOc1ccc(/C=N/n2cc(-c3ccccc3)[nH]c2=S)cc1	6	-66	3	-3.0	12	3	-4	-12	4	-5	-2
O=C(Nc1ccc2c(c1)OCCO2)c1oc2ccccc2c1NC(=O)C1CC1	-11	-9	1	-0.2	3	4	3	15	-8	1	-3
Cc1sc2c(c1C)c(=O)n(-c1ccccc1)c1nncn21	3	5	1	-0.8	4	-3	3	-13	12	-3	0
CCOC(=O)c1sc(NC(=O)c2cccs2)nc1C	-56	-33	4	-0.7	3	-3	-41	10	-7	-35	4
COC(=O)/C=C1/SC(=NC(=O)c2cccc([N+](=O)[O-])c2)NC1=O	-3	8	3	-3.9	-2	-3	8	-9	-14	-6	-6
CCn1ncc(C(=O)Nc2cccc(Cl)c2)c1C	-99	-64	-10	1.4	14	-8	-44	-37	-31	-29	6
Cc1nnc2ccc(-c3ccc(NS(=O)(=O)c4ccc(Cl)s4)cc3)nn12	3	-14	0	0.5	17	-3	2	-39	-36	9	-1
Cc1ccc(-c2cc(=O)c3cc(F)ccc3[nH]2)cc1	-11	-24	-4	0.2	0	1	-28	-26	-20	-9	-4
CCCc1cc(C(=O)N2CCN(c3ccccc3C)CC2)cs1	4	1	3	1.1	0	-5	3	21	6	-8	-5
COc1cc2ncnc(NCc3ccccc3C)c2cc1OC	27	7	-1	0.2	8	-1	-17	25	12	18	3
COCCN(C(=O)CNC(=O)c1ccco1)C(C(=O)NC1CCCC1)c1ccccc1F (stereo not given)	16	-8	-2	0.1	6	-1	-20	-4	-1	0	1
Cn1cc(S(=O)(=O)Nc2ccc(OC(F)(F)F)cc2)c(=O)n(C)c1=O	4	25	-6	0.6	4	-3	-10	5	-8	0	6
CCOc1ccc(C(=O)Nc2cccc(NC(=O)c3cccs3)c2)cc1[N+](=O)[O-]	-20	3	6	-3.4	20	3	8	0	-13	5	-1
